High-throughput results (PubChem BioAssay)
RSV antiviral HEp-2: RSV antiviral activity via CPE protection, HEp-2 cells, primary 10 µM value included (AID 2391). HEp-2 cells, RSV-induced CPE inhibition; higher % means a stronger effect. 310,000 tested, 0.13% active. CPE inhibition, % at 10 µM; hits with a dose series show IC50 in µM; in the data active = a potency from the dose series; inconclusive = CPE inhibition mostly from about 23% at the one dose, without a potency; inactive = the rest, 99 in 100 with CPE inhibition below about 21%; note: strong numbers were not always called active
SV40 large T antigen: SV40 large T antigen inhibitors, biochemical (AID 1903). SV40 large T antigen ATPase/helicase inhibition assay; higher % means a stronger effect. inhibition, % at 20 µM; hits with a dose series show IC50 in µM. 310,000 tested, 0.39% active; in the data active = a potency from the dose series; inconclusive = inhibition mostly from about 32% at the one dose, without a potency; inactive = the rest, 99 in 100 with inhibition below about 32%; note: strong numbers were not always called active
Rac1 GTP hydrolysis: MgcRacGAP GTPase-activating activity inhibitors, confirmation, biochemical, ADP Hunter fluorescence | MgcRacGAP-stimulated Rac1 GTP hydrolysis, ADP Hunter fluorescence; higher % means a stronger effect; GST-tagged Rac1 F28L mutant substrate | one-dose inhibition, % at 30 µM; IC50 in µM for titrated hits | Rac GTPase-activating protein 1 (Homo sapiens) | AID 624330, 2012 | 340,000 tested, 0.6% active;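 active = first-screen hits whose inhibition reached a set limit at any dose in the follow-up dose series; inconclusive = inhibition above the set first-screen limit but never retested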;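 note: fluorescence reports GDP produced by GAP-driven GTP hydrolysis; strong numbers were not always called active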
PhoP inhibition: inhibitors of PhoP regulon expression, primary screen, Salmonella Typhimurium, GFP reporter (AID 1863); S. Typhimurium PhoP-regulated promoter GFP reporter, 4 h; higher % means a stronger effect; inhibition, % at 50 µM; hits with a dose series show IC50 in µM; 300,000 tested, 0.16% active;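 active = inhibition over 29.93%, a cutoff 3 SD above the screen mean, later confirmed by dose response; inconclusive = inhibition over 29.93% but no dose response follow-up; inactive = inhibition at most 29.93% or unconfirmed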;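 note: 0% = low Mg2+ inducing control and 100% = high Mg2+ repressing control; strong numbers were not always called active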
b-catenin transl: modulators of beta-catenin nuclear translocation, primary screen, imaging, HeLa cells, immunofluorescence, high-content; 190,000 tested, 0.3% active; nuclear translocation activity, % at 5 µM; AID 1665, 2009;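 active = nuclear translocation activity above 50% at 5 µM, with a well cell count of 50 or more; inconclusive = wells under 50 cells across six images, flagged as toxic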;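 note: per-cell ratio of nuclear to cytoplasmic median beta-catenin stain intensity; plate controls were DMSO negative control for no effect and GSK-3 inhibitor IX positive control for full effect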
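Test system: human HeLa cell line; Doses: 5 µM primary, 0.02–20 µM confirmation; Incubation: 24 h compound exposure, 37°C; Detection: beta-catenin immunofluorescence imaging with DAPI; Read-out: beta-catenin nuclear/cytoplasmic ratio, % activation.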
Myeloid diff MLP: induction of myeloid progenitor differentiation, primary screen, cell-based, flow cytometry, MLPCN library; ER-HoxA9 myeloid progenitors, lysozyme-GFP differentiation; calls only at 10 µM; 360,000 tested, 1% active; AID 624256, 2012;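 active = normalized GFP-positive differentiation at or above the plate's own cutoff, the solvent-only control mean plus 3 SD; inconclusive = no clear call, values can overlap the other calls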;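 note: cells exposed to compound for four days before flow analysis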
WT yeast gro inh: growth inhibition of WT strain, primary screen, mitochondrial fusion inhibitor project, WT and mutant strains, chemical genetic | 190,000 tested, 2.1% active | mitochondrial fusion phenotypic screen | AID 1362, 2008 | inhibition, % at 10 µM; in the data active = inhibition above about 58%; tested in S. cerevisiae
West Nile antiviral: West Nile virus antiviral activity, cell-based, CPE readout (AID 1621) | West Nile virus-infected cells, CPE inhibition; higher % means a stronger effect | CPE inhibition, % at 10 µM; hits with a dose series show IC50 in µM | 290,000 tested, 0.02% active; in the data active = a potency from the dose series; inconclusive = CPE inhibition mostly from about 3.7% at the one dose, without a potency; inactive = the rest, 99 in 100 with CPE inhibition below about 2.2%; note: strong numbers were not always called active
T cell HTS: modulators of CD8 T cell-vesicle binding, primary screen, mouse 2C CD8+ T cells, flow cytometry; AID 2052, 2009; 2C CD8+ T cell-vesicle binding; stronger effect = lower value; 330,000 tested, 0.068% active; calls only at 7 µM;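 active = response, share of CD8 T cells binding vesicles, and their 90th percentile fluorescence all below set limits, cut at about 80% in these data, passing the limit was not always enough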
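Assay system – 2C mouse CD8+ T cells · Also added – QL9-loaded Drosophila micro-vesicles · Timing – Cell–vesicle co-incubation 1.5 h at 37 °C, staining 20 min on ice · Signal – flow cytometry of vesicle-bound cells · Measure – percent CD8+ FL2 mean versus row control · Controls – Peptide-free naked vesicles (low) and QL9 vesicles with 0.7% DMSO vehicle (high)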
WT yeast gro inh mutant strain: second read-out of WT yeast gro inh, no call of its own (marks repeat the call); inhibition, %; mitochondrial fusion phenotypic screen, mutant strain inhibition
b-catenin transl cell count 5 µM: also measured in b-catenin transl; calls as there; cell count; measured here: cell count, cytotoxicity flag
T cell HTS vesicle-bound %: further read-out of T cell HTS, marked with its call; double positive events, %; measured here: CD8+ vesicle-bound cell fraction;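 binding gate set so that unloaded-vesicle control wells show 10% double positive cells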
Myeloid diff MLP GFP+ MAC1+ %: further read-out of Myeloid diff MLP, marked with its call; GFP+ MAC1+ double positive, %; measured here: differentiation confirmed by MAC1 staining
An asterisk follows results filed as active; i = inactive; ? = inconclusive; . = no result given; + = active, no number.

SMILES | RSV antiviral HEp-2 | SV40 large T antigen | Rac1 GTP hydrolysis | PhoP inhibition | b-catenin transl | b-catenin transl cell count 5 µM | Myeloid diff MLP | Myeloid diff MLP GFP+ MAC1+ % | WT yeast gro inh | WT yeast gro inh mutant strain | West Nile antiviral | T cell HTS | T cell HTS vesicle-bound %
CO/N=C/C(C#N)c1ncc(C(F)(F)F)cc1Cl (centres undefined) | 2.4% | 19.6% | -0.5% | 11.2% | . | . | i | 0.9 | . | . | 0.0% | i | 15.1
O=[N+]([O-])c1ccc(-n2nnnc2-c2ccccc2)cc1 | 0.4% | 6.2% | -0.8% | -11.7% | -0.6 | 1099 | i | 0.2 | -4.0 | 0.0 | -0.5% | i | 63.9
NC(=O)C1CCN(CC(=O)Nc2cc(S(=O)(=O)N3CCOCC3)ccc2N2CCCC2)CC1 | 0.7% | . | 3.3% | . | . | . | i | 1.2 | . | . | . | i | 37.1
COc1cccc(NC(=O)CN(C)C(=O)CSc2ccc3c(c2)OCCO3)c1 | 1.8% | . | -1.2% | . | . | . | i | 1.2 | . | . | . | i | 45.2
CCOc1ccc(OCC)c(NC(=O)CSc2nnc(C3CC3)n2CC)c1 | 1.9% | 12.8% | 2.6% | 0.7% | . | . | i | 1.0 | . | . | -1.1% | i | 26.3
O=c1c(F)cn(C2CCCO2)c(=O)n1Cc1ccccc1F (centres undefined) | 2.4% | 1.5% | 11.1% | 3.4% | . | . | i | 1.3 | -11.4 | 0.7 | -0.2% | i | 34.9
CC(C)C(CC(=O)NCc1ccco1)c1ccco1 (centres undefined) | 0.1% | 16.4% | 9.9% | -5.0% | -2.2 | 1099 | i | 0.4 | 1.1 | 0.9 | -0.5% | i | 41.4
CSc1ccc(CN(C)C(=O)CNC(=O)c2sc3ccccc3c2Cl)cc1 | ? | 10.2% | 5.6% | -2.5% | . | . | i | 6.1 | . | . | -0.8% | i | 10.2
COc1ccccc1N(CC(=O)NC1CCCCC1)S(C)(=O)=O | 1.4% | 7.7% | 2.0% | -4.8% | -1.0 | 1146 | i | 8.3 | 8.1 | 2.1 | -0.9% | i | 17.4
CCOC(=O)CNC(=S)N(Cc1ccccc1)Cc1cccnc1 | -0.5% | 15.3% | -0.9% | -2.7% | . | . | i | 0.6 | -3.5 | 3.4 | -0.7% | i | 48.0
O=C(c1ccc(S(=O)(=O)N2CCOCC2)cc1)N1CCN=C1SCc1cccnc1 | 0.8% | 22.2% | 5.0% | 12.3% | -2.8 | 804 | i | 0.5 | -13.3 | -21.2 | -0.5% | i | 40.8
CSc1ccccc1C(=O)Nc1ccccc1C | 1.0% | 0.7% | 1.3% | 0.1% | 0.0 | 1533 | i | 0.3 | -6.8 | 2.0 | 0.6% | i | 51.5
CC1CCN(C(=O)CCC(=O)Nc2nnc(C3CCCCC3)s2)CC1 | 2.2% | -1.2% | -3.1% | -1.0% | . | . | i | 0.6 | . | . | -0.1% | i | 47.3
CC1CCCCN1C(=O)Cn1cc(C=O)c2ccccc21 (centres undefined) | 0.8% | 3.2% | -3.5% | 3.7% | -0.8 | 617 | i | 1.0 | -7.7 | -10.2 | -0.4% | i | 57.4
COc1cc2[nH]c(=O)n(CCCCCC(=O)NC3CCCC3)c(=O)c2cc1OC | 0.5% | 2.4% | 5.3% | 1.5% | . | . | . | . | . | . | 0.7% | i | 40.1
COc1ccc(NCc2cc3ccccc3[nH]c2=O)cc1 | 2.2% | 31.6% | 94.7µM* | -5.2% | 1.1 | 1118 | i | 0.5 | -4.2 | 5.5 | 0.4% | i | 38.0
NNC(=O)c1sccc1OCc1ccc(F)cc1 | 0.2% | 5.7% | 4.0% | 0.3% | 7.9 | 1102 | i | 0.1 | -10.0 | -11.6 | 0.1% | i | 53.9
O=C(COc1ccc(S(=O)(=O)N2CCOCC2)cc1)NCC1CCCO1 (centres undefined) | 0.9% | 4.2% | 7.3% | -6.5% | . | . | i | 8.5 | . | . | -0.3% | i | 66.7
O=C(O)C1CC(=O)N(Cc2ccc(F)cc2)C1 (centres undefined) | 0.8% | 0.6% | 10.7% | 3.2% | 0.5 | 996 | i | 0.5 | -6.4 | -13.5 | 0.6% | i | 48.7
Cc1nc2c(=O)n(-c3ccc(F)cc3F)nc(C)c2s1 | 0.6% | 5.6% | 6.1% | -5.6% | -4.5 | 1266 | i | 0.8 | . | . | -0.2% | i | 56.6
COc1ccccc1/C=C1\Oc2cc(OC(=O)N3CCOCC3)ccc2C1=O | . | 18.4% | 8.8% | 2.4% | 1.6 | 1323 | i | 0.8 | . | . | 0.1% | i | 38.9
COc1ccc(CN(C)C2CCCCC2)cc1 | 0.2% | 3.3% | 2.5% | 11.7% | -3.0 | 1062 | i | 3.9 | 12.2 | 5.0 | 0.6% | i | 9.9
Nn1c(=O)[nH]c2ccccc2c1=O | . | 0.0% | 8.6% | -2.7% | 1.0 | 1117 | i | 1.8 | -6.2 | -3.0 | 0.0% | i | 46.7
COc1cc(CNc2ccc3[nH]c(=O)[nH]c3c2)ccc1OCc1ccccc1C | 2.0% | 13.8% | 31.7% | 11.3% | . | . | i | 0.7 | . | . | 1.1% | i | 61.3
O=C(CSc1ccc(-c2ccc(Cl)cc2)nn1)N1CCCc2ccccc21 | ? | 3.9% | 5.8% | 2.7% | 0.2 | 1070 | i | 0.7 | 42.2 | 41.7 | -1.1% | i | 52.8
O=C(NCCc1ccc(F)cc1)NC12CC3CC(CC(C3)C1)C2 | 3.8% | 16.5% | 2.2% | -3.8% | . | . | i | 0.7 | . | . | -0.7% | i | 8.8
CCOc1ccc(Cn2nnc(C(=O)Nc3cc(C)cc(C)c3)c2N)cc1 | 1.0% | 0.8% | -3.9% | -1.2% | -1.3 | 1068 | i | 3.0 | 11.4 | -8.0 | 1.4% | i | 35.1
COC(=O)C(O)(NC(=O)OCc1ccccc1)C(F)(F)F (centres undefined) | 1.5% | 14.8% | 9.9% | -5.5% | -1.3 | 1112 | i | 0.8 | -0.2 | -8.3 | 0.0% | i | 36.7
CC(C)Cn1c(N)c(C(=O)COC(=O)c2c(F)cccc2F)c(=O)n(C)c1=O | 0.9% | 2.6% | -2.1% | -13.4% | -2.8 | 1080 | i | 1.5 | -14.8 | -13.2 | -0.8% | i | 51.8
Cc1c(NC(=O)C(=O)N/N=C/c2cccs2)c(=O)n(-c2ccccc2)n1C | . | -1.8% | 7.6% | -5.5% | -1.0 | 1343 | i | 1.0 | . | . | 0.3% | i | 26.3
Cc1nc(C)c(-c2csc(Nc3ccc(F)cc3)n2)s1 | 7.0% | 6.1% | 8.3% | 5.5% | 1.0 | 1068 | i | 0.2 | 73.4* | 72.3* | -0.1% | i | 57.9
COc1ccc2nc(NC(=O)CSc3nnc4n3C(C)(C)Cc3ccccc3-4)sc2c1 | 3.0% | 10.1% | 6.2% | -11.8% | -1.9 | 832 | i | 0.6 | -61.7 | -5.7 | 0.4% | i | 21.8
CC1CCN(C(=O)c2ccc(S(=O)(=O)Cc3cc(F)ccc3F)c([N+](=O)[O-])c2)CC1 | 3.8% | 4.1% | 1.1% | -12.7% | -2.0 | 1094 | + | 1.0* | -20.8 | -2.8 | 0.6% | i | 8.0
Cc1ccc(C(=O)Nc2ccc3c(c2)CCC3)cc1 | 16.0% | 9.1% | -0.7% | -0.1% | -0.3 | 1558 | i | 0.1 | 17.5 | 9.7 | -0.7% | i | 51.0
CCCCCOc1ccccc1C(=O)NCCCCCC(=O)O | -0.9% | 15.0% | 7.7% | -11.2% | -1.7 | 1338 | i | 0.1 | . | . | 0.2% | i | 53.6
COCCSc1nnc(NC(=O)CSCc2ccccc2)s1 | 5.4% | 4.9% | 1.1% | -13.9% | -1.3 | 1133 | i | 1.0 | 10.2 | 5.6 | 0.0% | i | 21.6
Cc1cc(C)c(Cn2cnc(-c3ccc([N+](=O)[O-])cc3)c2)c(C)c1 | 4.8% | 11.1% | 1.5% | 12.2% | 0.5 | 1325 | i | 9.4 | 60.1* | 54.3* | -0.1% | i | 12.9
O=C(CCn1cccn1)Nc1ccc2c(c1)OCCO2 | -0.4% | -1.9% | 0.0% | 2.4% | . | . | i | 2.1 | . | . | -0.2% | i | 10.1
CCc1ccc(NC(=O)CSc2nc(=O)n(CCCN3CCOCC3)c3c2CCC3)cc1 | 3.7% | 7.7% | -4.8% | 3.4% | . | . | i | 0.7 | . | . | . | i | 34.3
N#C/C(C(=O)c1ccccc1)=C1/CCCN1 | 1.6% | -0.6% | 3.0% | 7.6% | 3.3 | 1391 | i | 1.3 | 11.1 | 0.8 | -0.5% | i | 41.8
Cc1ccc(NC(=S)N(Cc2cccs2)Cc2cc3cc(C)cc(C)c3[nH]c2=O)cc1 | 0.6% | 4.1% | 7.5% | -18.0% | 0.3 | 1183 | i | 0.3 | 6.2 | 14.6 | -0.6% | i | 39.5
O=C(N/N=C\C=C\c1ccc2c(c1)OCO2)c1ccc(F)cc1 | 0.6% | 14.9% | 7.3% | -12.8% | 1.5 | 1105 | i | 0.3 | -7.2 | -0.4 | -0.1% | i | 51.7
Cc1ccc(C2SCC(C(=O)O)N2C(=O)c2ccc(F)cc2)cc1 (centres undefined) | 1.5% | -1.7% | 5.6% | 13.3% | -3.7 | 594 | i | 1.5 | -14.9 | -10.4 | 0.5% | i | 14.7
